M1 PAM – potentiates human M1 receptor response to acetylcholine; CHO-K1 hM1, Fluo-8 calcium fluorescence, ACh EC20; 0% = ACh EC20, 100% = maximal ACh; activation, % at 3 µM; hit rate 0.088% among 360,000; AID 588819; in the data active = activation above about 19%, passing the limit was not always enough
Target sequence (P11229 whole entry, looked up): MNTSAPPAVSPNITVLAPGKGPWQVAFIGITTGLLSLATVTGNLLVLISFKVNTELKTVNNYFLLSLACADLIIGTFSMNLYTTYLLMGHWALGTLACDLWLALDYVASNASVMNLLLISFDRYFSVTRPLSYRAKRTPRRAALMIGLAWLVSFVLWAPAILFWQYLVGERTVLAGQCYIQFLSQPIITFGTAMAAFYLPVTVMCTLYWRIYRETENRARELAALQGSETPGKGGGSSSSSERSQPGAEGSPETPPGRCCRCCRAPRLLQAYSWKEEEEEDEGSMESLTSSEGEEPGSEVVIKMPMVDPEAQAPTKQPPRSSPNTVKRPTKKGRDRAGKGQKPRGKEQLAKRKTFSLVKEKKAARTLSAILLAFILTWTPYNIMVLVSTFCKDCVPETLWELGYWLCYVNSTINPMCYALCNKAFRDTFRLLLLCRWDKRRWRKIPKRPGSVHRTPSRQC
CHRM5 PAM – CHRM5 positive allosteric modulation; CHO-K1 hM5, Fluo-8 calcium, ACh EC20 PAM; 0% = ACh EC20, 100% = ACh EC100; hit rate 0.3% among 360,000; P08912; activation, % at 3 µM;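 active = activation above the run cutoff, the mean activation of all test compounds plus 3 SD, cut at about 18% in these data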
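System: CHO-K1 cell line with stable human muscarinic M5 receptor expression | Also added: EC20 acetylcholine as agonist stimulus | Compound: One concentration, 3 µM final (nominal) | Timing: Fluo-8 loading 80 min at 37 °C plus 30 min room temperature | Measured by: Fluo-8 calcium dye fluorescence, kinetic read | Read-out basis: % activation, ACh-normalized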
CHRM4 agonist – agonists of human muscarinic M4 receptor (CHRM4); P08173; hit rate 0.14% among 360,000; activation, % at 3 µM; CHO-K1 hM4/Gqi5, Fluo-8 calcium fluorescence; vehicle 0%, full acetylcholine response 100%;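 active = activation above the run mean over all test wells plus 3 SD, cut at about 32% in these data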;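 note: peak over basal fluorescence ratio per well then scaled between controls; 0% = DMSO wells and 100% = acetylcholine at EC100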
Target sequence (P08173 whole entry, looked up): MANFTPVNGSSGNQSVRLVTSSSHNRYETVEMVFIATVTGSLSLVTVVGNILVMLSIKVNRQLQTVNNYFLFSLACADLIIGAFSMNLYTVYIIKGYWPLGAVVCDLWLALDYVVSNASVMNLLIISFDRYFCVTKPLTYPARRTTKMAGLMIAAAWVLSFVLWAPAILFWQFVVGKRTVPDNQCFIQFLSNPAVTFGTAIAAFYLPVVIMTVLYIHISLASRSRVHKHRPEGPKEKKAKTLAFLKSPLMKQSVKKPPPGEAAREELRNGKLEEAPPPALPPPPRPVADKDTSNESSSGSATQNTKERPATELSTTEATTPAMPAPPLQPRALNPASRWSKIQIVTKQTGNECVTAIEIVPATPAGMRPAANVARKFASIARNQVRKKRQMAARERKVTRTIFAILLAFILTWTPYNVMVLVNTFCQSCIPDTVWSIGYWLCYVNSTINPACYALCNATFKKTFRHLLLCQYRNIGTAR
M5 antag – antagonists of human muscarinic M5 receptor (CHRM5) | P08912 | CHO-hM5 cells, Fluo-8 calcium fluorescence, ACh EC80 | inhibition, % at 3 µM | hit rate 0.59% among 360,000 | AID 624040;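 active = inhibition above a per-plate cutoff, the mean of that plate's test compounds plus 3 SD, cut at about 27% in these data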;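 note: 0% = acetylcholine EC80 with DMSO and 100% = DMSO without agonist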
CRFBP-R2 block – antagonists of CRF-binding protein/CRF-R2 receptor complex | HEK293 CRF-R2/CRF-BP, CRF-induced calcium fluorescence | hit rate 0.59% among 350,000 | AID 588475 | inhibition, % at 11.8 µM;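 active = inhibition of the ligand-induced calcium signal above about 50% at the single tested concentration, limit read from the data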
CHRM4 PAM – potentiates acetylcholine response at human M4 receptor. CHO-K1 hM4/Gqi5, Fluo-8 calcium fluorescence, ACh EC20; 0% = ACh EC20, 100% = maximal ACh. activation, % at 3 µM. hit rate 0.4% among 360,000. AID 624126;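 active = activation above its plate's cutoff, the mean activation of sample wells plus 3 SD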; note: some results filed as inactive read as strong as hits
M5 ag – CHRM5 agonism in calcium assay. P08912. CHO-K1 hM5 cells, Fluo-8 calcium fluorescence; 0% DMSO wells, 100% maximal acetylcholine response. activation, % at 3 µM. hit rate 0.19% among 360,000. AID 624037;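 active = activation above the run's mean over test compounds plus 3 SD, cut at about 23% in these data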;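 note: signal is peak over basal fluorescence ratio across the kinetic read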
CRFR2-BP ag – CRF-BP/CRF-R2 complex agonism. HEK293 CRF-R2/CRF-BP, calcium dye fluorescence (FLIPR); percent of saturating CRF peptide response. activation, % at 13.2 µM. hit rate 0.46% among 350,000. AID 588473;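 active = activation of at least 50%, plus an integration ratio under a set limit after plate pattern correction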;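 note: plate controls were neutral control wells without compound for no effect and CRF at EC100 for full effect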
CHRM4 antagonist – blocks acetylcholine activation of human M4 receptor | P08173 | inhibition, % at 3 µM | hit rate 0.73% among 360,000 | AID 624125 | CHO-hM4 cells, ACh EC80, Fluo-8 calcium fluorescence;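 active = inhibition above its plate's cutoff, the mean inhibition of sample wells plus 3 SD, cut at about 27% in these data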;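 note: 0% = acetylcholine EC80 with DMSO and 100% = DMSO without agonist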
Numbers without * were called inactive; · = not tested or not shown. Rows are unselected, and some 2.6% of all compounds hit somewhere here.

Every second line gives: M1 PAM	CHRM5 PAM	CHRM4 agonist	M5 antag	CRFBP-R2 block	CHRM4 PAM	M5 ag	CRFR2-BP ag	CHRM4 antagonist
1	CCCCSc1nc2c(=O)[nH][nH]c(=O)c2n1Cc1ccccc1
    -4.1	-11.3	-0.3	8.6	-1.1	-2.4	-3.9	1.5	4.9
2	CCOC(=O)c1cc(-c2ccccc2)n(CC(=O)Nc2cccc(OC)c2)c1C
    2.5	-4.9	5.3	-1.6	2.3	-6.6	-2.8	2.6	-0.9
3	O=C1c2cccc3cc(Br)cc(c23)C(=O)N1Nc1ccccc1
    15.1	4.9	1.1	6.1	-16.6	21.6*	5.4	-1.0	-0.6
4	CC1CCC2(CC1)NC(=O)N(CC(=O)NC1CCCCC1C)C2=O (stereo unspecified)
    10.5	-4.0	-0.1	8.0	11.2	2.4	0.1	-3.7	0.5
5	Cc1nn(-c2ccccc2)c(-c2ccccc2)c1C(=O)O
    1.6	4.7	0.4	5.2	3.1	4.0	-2.3	-1.0	6.1
6	COc1ccc(N(CC(=O)NCc2ccccc2OC)S(=O)(=O)c2ccccc2[N+](=O)[O-])c(OC)c1
    6.7	-1.4	3.7	-6.3	4.9	-2.3	0.0	-1.4	-1.6
7	O=C(Nc1ccccc1)C1CCN(C(=O)c2ccco2)CC1
    8.1	3.5	0.3	-3.2	3.9	-1.7	-1.6	1.1	-11.7
8	Cc1cc(C(=O)COC(=O)CNC(=O)c2ccc(Cl)c(Cl)c2)c(C)n1Cc1ccco1
    -3.5	-0.9	2.6	-3.2	35.5	-1.7	0.1	-0.4	0.9
9	CCOC(=O)C1=CN(Cc2cccc(F)c2)S(=O)(=O)N(CC)C1c1ccc(F)c(Cl)c1 (stereo unspecified)
    -3.4	-2.4	0.8	-2.0	-5.9	-7.1	-1.4	8.9	13.1
10	Cc1ccc(-c2noc(C3CCCN(S(=O)(=O)c4ccc(S(=O)(=O)N(C)C)cc4)C3)n2)o1 (stereo unspecified)
    7.7	-0.8	1.6	1.1	-27.2	0.7	4.2	4.9	6.7
11	O=C1C2C3C=CC(CC3)C2C(=O)N1c1ccccc1[N+](=O)[O-] (stereo unspecified)
    13.3	0.5	1.1	0.5	13.5	2.3	-3.6	0.2	-3.4
12	CCOc1ncccc1C(=O)NCC(c1ccco1)N1CCCCC1 (stereo unspecified)
    -6.7	-1.9	1.8	5.9	-4.3	1.2	-6.6	-6.0	2.1
13	CC(=O)Nc1cccc(Oc2cc(C#N)c(C#N)cc2N2CCCCCC2)c1
    -5.0	-9.7	1.7	22.2	-1.7	-4.7	-7.7	1.8	0.3
14	Cc1cccc(C)c1NS(=O)(=O)c1cc2c3c(c1)CC(=O)N3CCC2
    4.0	-7.8	11.1	3.1	0.0	-4.1	3.7	-1.7	-3.9
15	CCOC(=O)c1ccc(NC(=O)c2nc[nH]c2C(=O)NC[C@@H](C)O)cc1
    -2.2	4.0	3.9	-2.0	8.6	0.2	0.6	-1.8	-6.0

(cont.)
Every second line gives: M1 PAM	CHRM5 PAM	CHRM4 agonist	M5 antag	CRFBP-R2 block	CHRM4 PAM	M5 ag	CRFR2-BP ag	CHRM4 antagonist
16	Cc1ccc(Cn2nnc3c(=O)n(Cc4ccccc4C)cnc32)cc1
    0.6	-2.7	0.6	0.2	32.0	1.1	0.8	0.9	-15.9
17	CN(C)c1cccc2c1C(=O)c1ccccc1C2=O
    0.3	-4.9	0.0	12.9	0.5	-4.6	-6.0	-0.9	3.8
18	COc1cc(C)nc(Oc2ccc(/C=N/O)cc2)n1
    14.7	4.8	-0.1	-1.1	2.2	18.7	1.2	-1.2	3.4
19	O=C(NCCCN=C1NS(=O)(=O)c2ccccc21)c1ccc(S(=O)(=O)N2CCOCC2)cc1
    -2.0	-4.8	0.6	12.2	3.5	0.8	-2.4	1.1	2.0
20	COC(=O)C1CC2=C(CC(C)(C)CC2=O)N(c2ccccc2)C1=O (stereo unspecified)
    10.6	-1.5	1.2	0.9	-5.6	7.6	1.8	1.2	-18.4
21	Clc1ccc(SCCOCCN2CCCCC2)cc1
    -22.2	-0.9	2.8	-2.2	-14.0	-14.1	-7.0	5.7	12.3
22	Cc1cc(-c2c(C)[nH]n(-c3ccc(Cl)cc3)c2=O)n[nH]1
    15.5	9.9	0.5	-10.5	31.0	14.5	3.4	-0.9	0.1
23	O=C(Nc1ccc(CN2CCCCC2)cc1)c1ccc(Br)o1
    -8.0	-2.8	0.8	5.3	-10.6	-4.9	-1.2	1.3	2.9
24	O=C(NC(=S)Nc1cccnc1)c1cccc(Br)c1
    -3.6	0.5	8.3	-5.4	-4.3	-2.7	-0.7	-1.2	-1.2
25	COc1ccc(NC(=O)c2cc(C3CCCCN3C(=O)OCC(C)C)on2)c(C)c1 (stereo unspecified)
    -0.8	-5.0	2.6	-0.5	·	3.2	-0.6	·	-18.6
26	Cc1ccc(CNC(=O)CNC(=O)[C@@H]2Cc3ccccc3CN2C(=O)OC(C)(C)C)cc1
    -0.7	2.2	0.9	6.6	-22.4	-3.5	-1.6	-2.0	-6.2
27	Cc1ccsc1/C=C/c1ccc2cccc(O)c2n1
    0.3	-1.4	-3.0	2.2	8.4	0.2	0.6	-0.7	1.8
28	O=C1CN(S(=O)(=O)c2ccccc2Cl)CCN1
    13.0	4.9	0.6	-8.9	3.8	4.2	2.7	-0.9	-3.4
29	O=C(CC(=O)N1CCN(c2ccccn2)CC1)Nc1ccc2nc3n(c(=O)c2c1)CCCCC3
    -0.8	-2.6	0.8	5.2	5.2	-3.8	-0.1	-0.5	2.3
30	CCCCCC(=O)Nc1nc(C)c(-c2csc(Nc3cc(Cl)ccc3C)n2)s1
    5.2	-2.1	-0.5	15.5	-7.2	4.1	0.4	0.1	-1.5

Next results.
Every second line gives: M1 PAM	CHRM5 PAM	CHRM4 agonist	M5 antag	CRFBP-R2 block	CHRM4 PAM	M5 ag	CRFR2-BP ag	CHRM4 antagonist
31	COc1ccccc1-c1c(C)nn2c(N3CCC(C(N)=O)CC3)cc(C)nc12
    16.5	-6.2	1.0	2.0	-2.3	1.0	-0.8	-1.0	-5.5
32	Cc1ccc(NC(=O)CN(c2ccc(Cl)cc2)S(=O)(=O)c2cc([N+](=O)[O-])ccc2Cl)c(C)c1
    -9.8	-2.1	1.8	6.5	10.1	-3.2	-1.9	-1.3	-6.5
33	CC1(C(=O)Nc2ccccc2Br)CCN1C(=O)CC1CC1 (stereo unspecified)
    1.7	-9.0	2.3	4.2	·	1.5	-1.1	·	2.2
34	CCN1CCN(Cc2c(O)ccc3c2O/C(=C\c2ccc(C)cc2)C3=O)CC1
    3.9	-5.5	3.3	5.3	-54.2	10.6	-6.6	53.9*	-10.7
35	COc1ccc(NC(=O)C(=S)NC2CCCCC2)cc1
    -0.4	3.5	-0.2	4.7	-7.5	-2.2	5.1	0.9	-5.5
36	CCOC(=O)c1cc(-c2ccc(OC)cc2F)nc2c1c(C)nn2CCC#N
    -5.5	-2.8	0.7	2.6	-11.2	0.7	-0.1	-1.1	1.7
37	COc1cc(OC)c(-c2nn3c(-c4ccco4)nnc3s2)cc1OC
    6.0	-9.6	10.5	6.2	26.7	-5.5	2.0	-4.3	-5.6
38	O=C1CCCN1CCCNS(=O)(=O)c1ccc(F)c(F)c1
    -1.9	-1.8	0.2	14.2	1.0	-3.9	-5.2	-0.5	2.4
39	CN(CC(=O)Nc1ccccc1Sc1ccccc1)Cc1nc2ccccc2c(=O)[nH]1
    -3.5	-8.0	9.0	1.4	1.2	-4.8	0.4	-1.5	-15.7
40	C/C(=N\NC(=S)Nc1c(C)cccc1C)c1ccc(O)cc1
    1.6	2.6	1.0	-2.7	19.8	-2.1	1.4	0.3	-6.1
41	COc1ccc(OC)c(C2=Nn3c(nnc3-c3ccco3)SC2)c1
    14.7	6.0	-1.7	-3.6	31.8	11.9	0.8	-1.0	-0.3
42	Cc1nc2c(C)cccc2cc1C(=O)N/N=C/c1cccc([N+](=O)[O-])c1
    -4.4	0.3	4.0	-2.5	12.4	0.1	-1.7	-0.5	5.4
43	Cc1ccc(C(=O)NC2(C(F)(F)F)N=C3SCCN3C2=O)cc1 (stereo unspecified)
    -9.8	-0.2	-0.4	9.4	-1.4	3.4	-2.2	-1.5	3.9
44	CC(NC(=O)NCC1CCCO1)(C(F)(F)F)C(F)(F)F (stereo unspecified)
    4.9	-4.7	0.5	-2.0	8.0	6.2	-1.3	-0.1	3.5
45	COc1ccc(NC(=O)COC(=O)CNC(=O)C2CCCCC2)cc1
    4.7	2.0	1.9	8.9	-8.3	1.4	0.5	-0.6	-0.5

More entries follow:
Every second line gives: M1 PAM	CHRM5 PAM	CHRM4 agonist	M5 antag	CRFBP-R2 block	CHRM4 PAM	M5 ag	CRFR2-BP ag	CHRM4 antagonist
46	CN(C(=O)c1cccc(C#N)c1)c1nnc(C2CCOC2)s1 (stereo unspecified)
    0.6	-8.3	0.3	0.0	17.1	7.3	-5.4	-0.9	-5.8
47	Cc1ccc(NC(=O)CSc2nnc(CNC(=O)c3ccco3)n2C)cc1
    9.9	0.3	-0.2	-0.8	-7.4	2.8	0.8	-1.0	-6.8
48	CCOC(=O)c1ccc(NC(=O)c2nc[nH]c2C(=O)N[C@H](C)c2ccccc2)cc1
    -0.7	-2.5	-0.5	-1.9	2.7	8.1	0.5	1.1	-7.3
49	Cc1ccccc1CN(C)CCS(=O)(=O)c1cc(Cl)ccc1Cl
    6.1	10.1	-1.2	-0.6	3.8	3.1	-5.5	-0.2	-6.3
50	COc1ccc(C(=O)Nc2cccc(C)c2)cc1
    0.7	-5.9	0.0	3.9	16.3	-10.2	-0.5	-0.5	17.7
51	Cc1ccc2[nH]c3c(c2c1)CCN1C(=O)OC(C)(C)C31C (stereo unspecified)
    1.6	2.3	3.0	4.6	-11.3	5.1	2.8	-0.7	1.7
52	O=C(CSc1ccccc1)Nc1ccc(C(=O)Nc2ccc(O)cc2)cc1
    4.1	-2.1	2.6	4.1	5.3	0.1	-2.5	7.6	-7.8
53	COc1ccc(CNC(=S)Nc2cc(OC)ccc2OC)cc1
    3.4	-2.6	0.4	5.3	46.9	6.4	-4.2	-4.6	-3.3
54	CCN(CC)c1ccc2nc3ccc(N)cc3[n+](-c3ccccc3)c2c1
    -5.9	4.4	2.9	4.3	-0.2	-2.3	-6.3	1.6	6.0

Screening data (PubChem BioAssay)
